# Bioassay records deposited in PubChem by Sanford-Burnham Center for Chemical Genomics.
# tim10-1 inh – growth inhibitors of tim10-1 mutant yeast, primary screen, luminescence, uHTS; S. cerevisiae tim10-1 ts strain growth, BacTiter-Glo, 24 h; inhibition, % at 20 µM; actives 2.2% (n = 330,000);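 active = inhibition of at least 40%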;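 note: mutant grown at 25 °C; 0% = DMSO wells with yeast and 100% = wells holding no yeast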
# hIAP block – human IAP inhibitors, primary screen, biochemical, luminescence, uHTS; Intestinal-type alkaline phosphatase (Homo sapiens), P09923; actives 0.12% (n = 330,000); inhibition, % at 10 µM; AID 2544, 2010; purified IAP, CDP-Star luminescence, 30 min;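 active = inhibition reaching a set limit with compound at 10 µM in the primary screen, cut at about 35% in these data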;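 note: plate controls were DMSO wells with enzyme for no effect and no-enzyme buffer wells for full effect; values of inactives mirror those of a sister screen read the other way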
# Target sequence (P09923 whole entry, looked up): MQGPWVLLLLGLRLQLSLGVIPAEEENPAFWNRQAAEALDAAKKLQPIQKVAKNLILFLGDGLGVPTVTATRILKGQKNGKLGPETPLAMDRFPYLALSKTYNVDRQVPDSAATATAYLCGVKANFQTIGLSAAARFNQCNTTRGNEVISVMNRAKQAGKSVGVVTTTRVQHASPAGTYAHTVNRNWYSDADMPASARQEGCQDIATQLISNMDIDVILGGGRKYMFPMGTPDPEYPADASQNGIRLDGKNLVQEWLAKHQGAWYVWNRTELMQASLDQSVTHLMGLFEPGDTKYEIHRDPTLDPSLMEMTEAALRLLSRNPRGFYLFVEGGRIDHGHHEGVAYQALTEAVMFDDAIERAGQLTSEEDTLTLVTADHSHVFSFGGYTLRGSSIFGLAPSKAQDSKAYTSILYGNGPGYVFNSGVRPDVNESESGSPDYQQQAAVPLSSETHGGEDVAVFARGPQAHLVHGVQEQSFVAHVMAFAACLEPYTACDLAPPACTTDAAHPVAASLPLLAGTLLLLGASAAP
# mIAP block – inhibitors of mouse IAP, primary screen, biochemical, luminescence, uHTS | inhibition, % at 10 µM | AID 2806, 2010 | purified mouse IAP, CDP-Star luminescence, 30 min | actives 0.2% (n = 330,000) | intestinal alkaline phosphatase [Mus musculus];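 active = inhibition of at least 40% at 10 µM in the primary screen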;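 note: plate controls were DMSO with enzyme for no effect and no enzyme wells for full effect; values of inactives mirror those of a sister screen read the other way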
# Apaf-1 inh – inhibitors of human Apaf-1 apoptosome, primary screen, biochemical, DEVD-Rh110 fluorescence, uHTS. reconstituted apoptosome caspase-3 activity. actives 0.71% (n = 330,000). AID 489030, 2010. inhibition, % at 20 µM. Apoptotic protease-activating factor 1 (Homo sapiens), O14727; active = inhibition of at least 40% at 20 µM;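 note: plate controls were DMSO wells for no effect and DEVD-CHO caspase inhibitor wells for full effect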
#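 Assay system: Apoptosome proteins | Medium: pH 7.5 Hepes buffer with CHAPS, BSA, DTT | Also added: Cytochrome c and DEVD-Rh110 substrate | Times: 30 min plus 50 min, RT | Detection: Rhodamine 110 fluorescence at Ex 480/Em 540 nm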
# hIAP act – human IAP activators, primary screen, biochemical, luminescence, uHTS; purified human IAP, CDP-Star luminescence, 30 min; hits give high values; 1 = vehicle-only enzyme, 0 = enzyme-free background; activation factor at 10 µM; actives 0.16% (n = 330,000);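 active = activation factor of the enzyme at least 2-fold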; note: the source names both 10 and 20 µM as test concentration; values of inactives mirror those of a sister screen read the other way
# TIM10 inh – growth inhibitors of isogenic TIM10 control yeast, primary screen, counter-screen for tim10-1 yeast inhibitor project, luminescence, uHTS | AID 463195, 2010 | inhibition, % at 10 µM | actives 1.4% (n = 330,000) | S. cerevisiae TIM10 strain growth, BacTiter-Glo luminescence, 24 h;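 active = inhibition of 40% or more at the single tested concentration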;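 note: wild-type TIM10 isogenic control strain grown at permissive 25 °C; 0% = DMSO yeast wells and 100% = minimal medium wells without yeast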
# ATG4B inhibitor – ATG4B protease inhibitors, primary screen, biochemical, fluorescence, uHTS | actives 0.51% (n = 340,000) | Cysteine protease ATG4B (Homo sapiens), Q9Y4P1 | ATG4B cleavage of LC3-PLA2, NBD-HPC fluorescence, 1 h | inhibition, % at 8.33 µM | AID 504462, 2011; in the data active = inhibition above about 40%
# Target sequence (Q9Y4P1 whole entry, looked up): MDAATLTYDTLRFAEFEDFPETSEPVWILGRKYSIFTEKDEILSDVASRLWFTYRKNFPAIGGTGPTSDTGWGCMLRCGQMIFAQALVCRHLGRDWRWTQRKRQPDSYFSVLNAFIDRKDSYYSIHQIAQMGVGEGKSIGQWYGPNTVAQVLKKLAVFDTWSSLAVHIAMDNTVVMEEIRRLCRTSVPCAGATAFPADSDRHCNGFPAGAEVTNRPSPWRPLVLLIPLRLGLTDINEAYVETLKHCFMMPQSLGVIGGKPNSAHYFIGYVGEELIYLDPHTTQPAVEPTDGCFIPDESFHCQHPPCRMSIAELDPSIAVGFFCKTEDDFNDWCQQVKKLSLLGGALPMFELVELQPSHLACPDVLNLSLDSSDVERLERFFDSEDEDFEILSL
# mIAP activ – activators of mouse IAP, primary screen, biochemical, luminescence, uHTS. intestinal alkaline phosphatase [Mus musculus]. muIAP, CDP-Star luminescence, 30 min; hits give high values; 1 = vehicle-only enzyme signal, 0 = enzyme-free wells. activation factor at 10 µM. actives 0.24% (n = 330,000);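 active = activation factor of at least 2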; note: the source names both 10 and 20 µM as test concentration; values of inactives mirror those of a sister screen read the other way
#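 System: Mouse IAP enzyme | Also added: CDP-Star substrate | Dosing: Compounds dispensed in DMSO | Schedule: 30 min enzyme-substrate-compound incubation at room temperature | Technique: Chemiluminescence readout | Control set: DMSO-only wells and no-enzyme negative control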
# NLRP3 yeast inh – NALP3 inflammasome inhibitors in reconstituted yeast, primary screen, luminescence, uHTS. Yeast reconstituted NLRP3/ASC/caspase-1, beta-gal luminescence, 24 h. inhibition, % at 10 µM. actives 0.39% (n = 330,000). AID 2825, 2010;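 active = inhibition of 50% or more; inactive = inhibition below 50%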;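 note: plate controls were induced DMSO wells for no effect and uninduced yeast grown without galactose for full effect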
# An asterisk follows results filed as active; . = no result given.
SMILES,tim10-1 inh,hIAP block,mIAP block,Apaf-1 inh,hIAP act,TIM10 inh,ATG4B inhibitor,mIAP activ,NLRP3 yeast inh
COc1ccc(-n2c(Cc3cccc([N+](=O)[O-])c3)nc3ccccc3c2=O)cc1,29,4,2,3,0.96,5,30,0.97,29
COC(=O)C1=C(c2ccc(OC(F)(F)F)cc2)C[C@@H]2CC[C@H]1N2C(=O)N1CCCC1,21,-4,-3,28,1,8,12,1,3
COC(=O)c1ccc(N2C(=O)CC(N3CCC(n4c(=O)[nH]c5ccccc54)CC3)C2=O)cc1 (stereo not drawn),22,2,5,-9,0.98,17,-7,0.95,35
O=C1/C(=C/c2cc3c(cc2Cl)OCO3)N2CCC1CC2,30,-2,-9,1,1,30,.,1.1,8
CCOC(=O)C1(CCOc2ccccc2)CCN(C(C)CSC)CC1 (stereo not drawn),8,-22,-3,-11,1.2,-6,6,1,28
C[C@]12CC[C@H](O)C[C@@H]1CC[C@@H]1[C@@H]2CC[C@]2(C)C(=O)CC[C@@H]12,-60,-2,8,2,1,-203,0,0.92,67*
c1cncc(C2CCCN2)c1 (stereo not drawn),17,0,-8,-3,1,6,.,1.1,7
CCOC(=O)c1[nH]c2ccc(OC)cc2c1C(SCC(=O)O)c1ccc(C(F)(F)F)cc1 (stereo not drawn),18,-2,12,16,1,13,12,0.88,7
CN(C)CC1CSCCC1(O)c1ccc(Cl)cc1 (stereo not drawn),0,-1,6,9,1,-5,-6,0.94,2
CC1CCCCN1CC(=O)c1ccc2cc[nH]c2c1 (stereo not drawn),9,5,-17,3,0.95,-1,-1,1.2,19
C[C@@H]1C2C[C@@]34COC(=O)C3=CC=C[C@H]4[C@@]13C[C@H](c1ccoc1)O[C@@H]3O2,17,5,0,3,0.95,7,2,1,9
COC(=O)C(O)(c1ccc(NC(=O)c2cccs2)c(C)c1)C(F)(F)F (stereo not drawn),-2,-6,5,-9,1.1,6,-9,0.95,10
CCCSc1nc(O)c(CC)c(=O)n1C(C)CC (stereo not drawn),37,7,1,18,0.93,-2,0,0.99,2
COc1ccc(Cl)cc1NC1=NCC(C)S1 (stereo not drawn),22,8,2,-10,0.92,8,-4,0.98,2
O=C1NC(=O)N(Cc2ccccc2)C(=O)/C1=C/N1CCCc2ccccc21,7,1,11,-1,0.99,4,-5,0.89,1
COC(=O)C1=C(c2ccc(F)cc2OCc2ccccc2)C[C@@H]2CC[C@H]1N2C(=O)NCc1ccco1,24,7,4,15,0.93,13,-12,0.96,3
COc1c(/C=C2/C(=O)NC(=O)N(C)C2=O)c(CCN(C)C(=O)c2ccccc2)cc2c1OCO2,17,23,2,-5,0.77,19,-17,0.98,10
Cc1ccc(C2=NC(C)(C)N3C2C3c2ccc([N+](=O)[O-])cc2)cc1 (stereo not drawn),5,26,6,2,0.74,21,-12,0.94,18
Cc1cc(OC(=O)CCCNC(=O)OC(C)(C)C)c2c3c(c(=O)oc2c1)CCC3,22,27,19,11,0.73,29,-17,0.81,-15
CC(C)=CCN1CC[C@@]2(C)c3cc(O)ccc3C[C@@H]1C2C (stereo partly drawn),-6,-15,0,4,1.2,4,3,1,-14
Clc1cccc(C2NCCc3[nH]cnc32)c1 (stereo not drawn),-14,6,3,-2,0.94,-6,-7,0.97,4
Cc1onc(-c2c(Cl)cccc2Cl)c1C(=O)Nc1ccc2c(C(F)(F)F)cc(=O)oc2c1,25,-3,9,-5,1,31,5,0.91,8
CN1C(=O)C(=Cc2cc([N+](=O)[O-])ccc2N2CCCCC2)C(=O)N(C)C1=O,6,9,4,1,0.91,14,-3,0.96,15
Cc1ccc(CC(=O)N2CCN(C)CC2)cc1,-6,20,8,-12,0.81,0,0,0.92,11
Oc1ccc(Cl)c(Cl)c1,-6,-5,-10,-1,1.1,11,9,1.1,-1
O=P(Nc1ccccc1)(Nc1ccccc1)Oc1ccc(Cl)cc1,26,0,-7,-4,0.99,23,-1,1.1,16
COC(=O)C1=C(c2ccc(OC(F)(F)F)cc2)C[C@@H]2CC[C@H]1N2C(=O)NCCOc1ccc(OC)cc1,10,-1,9,18,1,0,-11,0.91,18
O=C(CN1CCCCC1)Nc1ccc(Br)cc1C(=O)c1ccccc1Cl,32,3,4,26,0.97,35,-10,0.96,0
CCCCn1c(=O)c(C(=O)NCc2ccccc2OC)c(O)c2ccccc21,0,8,4,8,0.92,-9,1,0.96,10
CN1CC(C(=O)c2ccc(Cl)cc2)C(c2ccccc2F)C1 (stereo not drawn),5,-7,42*,7,1.1,-12,-7,0.58,28
Cc1ccc(S(=O)(=O)NP(=O)(Oc2ccccc2)Oc2ccccc2)cc1,-6,1,11,-5,0.99,-4,-14,0.89,12
O=C1NC(=O)N(c2ccc3c(c2)OCO3)C(=O)/C1=C/c1cccs1,17,6,72*,5,0.94,-3,-10,0.28,2
CCc1nn(CC(=O)N2CCC3(CC2)OCCO3)c(=O)c2cccn12,-3,-16,1,-12,1.2,-1,7,0.99,-7
CCNC(=O)C1OC(n2cnc3c(N)ncnc32)C(O)C1O (stereo not drawn),14,3,-8,11,0.97,-9,-11,1.1,12
O=P(CN1CCN(c2ccccc2)CC1)(N1CCCCC1)N1CCCCC1,20,1,2,9,0.99,15,4,0.98,19
CC(=O)Nc1ccc(C(=O)C(Cc2ccccc2)N(C)C)cc1 (stereo not drawn),23,10,0,6,0.9,-4,4,1,14
Nc1c(C(=O)NCc2ccco2)c2nc3ccccc3nc2n1CCN1CCCCC1,10,-15,2,5,1.1,-1,-9,0.98,9
c1ccc(P(c2ccccn2)c2ccccn2)cc1,11,1,-5,-7,0.99,-2,-1,1,1
O=C1CN=C(c2ccccc2F)c2cc(Cl)ccc2N1,-39,10,-5,0,0.9,-2,-3,1.1,15
CCc1cccc(CC)c1NC(=S)N1CC2CC(C1)c1cccc(=O)n1C2 (stereo not drawn),10,2,5,-4,0.98,5,4,0.95,-8
COc1ccc(CN2CCCC(C(=O)c3ccc(Cl)cc3)C2)c(OC)c1 (stereo not drawn),-10,4,7,-5,0.96,-23,5,0.93,36
COc1ccc(/C=C2\C(=N\O)C3CCN2CC3)cc1,26,15,-3,2,0.85,-6,-8,1,11
CC1(C)N=C(c2ccccc2)[C@@H]2C(c3ccc([N+](=O)[O-])cc3)N21 (stereo partly drawn),17,-10,-6,-26,1.1,2,-10,1.1,15
Cc1ccc(C2N3CCCN23)cc1 (stereo not drawn),-8,8,6,5,0.92,-3,-6,0.94,20
O=C(CCCc1ccccc1)NCCc1cnc[nH]1,3,6,-3,7,0.94,-7,-4,1,1
CCn1nc(/C=C/c2ccccc2)nc2c(=O)n(C)c(=O)nc1-2,93*,5,8,99*,0.95,96*,87*,0.93,22
CCCCCCCCn1sccc1=O,-129,11,-6,-9,0.89,54*,11,1.1,8
CC(=NCC1CCCO1)c1c(O)n(Cc2ccccc2)c(=O)[nH]c1=O (stereo not drawn),-6,6,-1,9,0.94,8,-15,1,10
CCC(=O)c1cn(Cc2ccccc2)c2ccccc12,-7,-4,-17,7,1,2,0,1.2,23
Cc1cccc(CN2CCCC(C(=O)c3cccc(OC(C)C)c3)C2)n1 (stereo not drawn),19,7,8,4,0.93,16,-7,0.92,16
Cc1cc(N2C(=O)C3CCCN3C2c2sccc2C)no1 (stereo not drawn),4,-16,-1,-27,1.2,-10,-6,1,1
C[C@]12CCC3C(CC[C@H]4C[C@@H](O)CC[C@]34C)C1C[C@@H](Br)[C@H]2O (stereo partly drawn),-66,12,-4,-5,0.88,-81,.,1,58*
CC(C)[N+](C)(CCC(C(N)=O)(c1ccccc1)c1ccccc1)C(C)C,-3,6,0,-4,0.94,-5,9,1,28
O=c1[nH]c(=O)n(Cc2ccccc2)c(O)c1C=Nc1ccc(CN2CCOCC2)cc1,-5,5,1,6,0.95,0,-8,0.99,17
CCCCCn1c(=O)c(C(=O)Nc2cccc(C)c2)c(O)c2ccccc21,12,25,-7,5,0.75,-9,0,1.1,15
Cn1cc(C(=O)OCC(=O)N2CCCCC2)c2ccccc21,-10,-8,6,-7,1.1,10,-8,0.94,28
CC1CCCC(NC(=O)COC(=O)Cc2ccccc2)C1C (stereo not drawn),18,-3,8,-2,1,-3,6,0.92,7
O=C(CN1CC(c2ccccc2)CC1=O)Nc1cccc(F)c1 (stereo not drawn),20,8,13,2,0.92,-2,0,0.87,12
CCC(C#N)(CC)P(=S)(c1ccccc1)c1ccccc1,13,16,0,13,0.83,-31,8,1,12
Cc1nc2ccc(Cl)cc2c(=O)n1-c1cccc(Cl)c1,28,-1,2,1,1,3,2,0.98,14

# 4 entries from above, field by field:
O=C1CN=C(c2ccccc2F)c2cc(Cl)ccc2N1
- tim10-1 inh: -39
- hIAP block: 10
- mIAP block: -5
- Apaf-1 inh: 0
- hIAP act: 0.9
- TIM10 inh: -2
- ATG4B inhibitor: -3
- mIAP activ: 1.1
- NLRP3 yeast inh: 15
Cc1cc(OC(=O)CCCNC(=O)OC(C)(C)C)c2c3c(c(=O)oc2c1)CCC3
- tim10-1 inh: 22
- hIAP block: 27
- mIAP block: 19
- Apaf-1 inh: 11
- hIAP act: 0.73
- TIM10 inh: 29
- ATG4B inhibitor: -17
- mIAP activ: 0.81
- NLRP3 yeast inh: -15
Cc1onc(-c2c(Cl)cccc2Cl)c1C(=O)Nc1ccc2c(C(F)(F)F)cc(=O)oc2c1
- tim10-1 inh: 25
- hIAP block: -3
- mIAP block: 9
- Apaf-1 inh: -5
- hIAP act: 1
- TIM10 inh: 31
- ATG4B inhibitor: 5
- mIAP activ: 0.91
- NLRP3 yeast inh: 8
Cc1cccc(CN2CCCC(C(=O)c3cccc(OC(C)C)c3)C2)n1 (stereo not drawn)
- tim10-1 inh: 19
- hIAP block: 7
- mIAP block: 8
- Apaf-1 inh: 4
- hIAP act: 0.93
- TIM10 inh: 16
- ATG4B inhibitor: -7
- mIAP activ: 0.92
- NLRP3 yeast inh: 16

# Later entries:
SMILES,tim10-1 inh,hIAP block,mIAP block,Apaf-1 inh,hIAP act,TIM10 inh,ATG4B inhibitor,mIAP activ,NLRP3 yeast inh
O=c1c2ccccc2nc(-c2ccoc2)n1-c1ccccc1,19,-3,1,-6,1,9,2,0.99,-5
CCn1c(O)c(C=NCCc2c[nH]c3ccccc23)c(=O)[nH]c1=O,2,-29,2,-7,1.3,-6,5,0.98,14
N=C1c2ccccc2CN1NC(=O)c1ccc(Br)o1,-3,5,3,-3,0.95,-9,-3,0.97,5
CN(C)C=C1C(=O)N(C2CCCCC2)C(=O)N(C2CCCCC2)C1=O,-32,-1,16,15,1,14,10,0.84,3
CCCNC(=O)N1[C@H]2CC[C@@H]1C(C(=O)OC)=C(c1ccc(F)cc1OCc1ccccc1)C2,29,-12,-16,15,1.1,-2,-6,1.2,18
CCOC(=O)C1(c2ccccc2)CCN(CCC(=O)Nc2cccc(Br)c2)CC1,-43,9,-20,16,0.91,-3,-11,1.2,25
O=c1[nH]c(=O)n(Cc2ccccc2)c(O)c1/C=N/Nc1c(F)c(F)c(F)c(F)c1F,3,6,-2,-7,0.94,9,-1,1,12

# Some of the compounds tested; the hit share may differ from the screen's.
